From PubChem BioAssay
SENP7 inh: inhibitors of human SENP7 protease; Q9BQF6; recombinant SENP7, Z-RLRGG-aminoluciferin luminescence, 40 min; inhibition, % at 5 µM; 330,000 tested, 1.5% active; AID 434973;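 active = inhibition above about 50% at the single test dose, limit read from the data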;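 note: plate controls were DMSO with enzyme for no effect and no enzyme buffer wells for full effect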
MIN6 prolif: MIN6 beta-cell proliferation induction; MIN6 cells proliferation, ATPlite luminescence, 48 h; cells starved in 0.2% serum; 100% = growth in 10% serum; proliferation, % at 10 µM; 330,000 tested, 0.29% active;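 active = compounds whose signal lies at least 3.5 SD above the mean of all wells on their plate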;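 note: 0% = DMSO-treated cells in low-serum medium and 100% = 10% serum control; some compounds called inactive have numbers as strong as hits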
SENP1 FRET inh: inhibitors of human SENP1 SUMO protease catalytic domain; Q9P0U3; recombinant SENP1 catalytic domain, CyPet-SUMO1-YPet FRET cleavage; inhibition, % at 10 µM; 360,000 tested, 0.21% active; AID 624204;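 active = inhibition at least 30% at 10 µM, raw YFP signal under a set limit, fluorescence ratio 0.5 to 1.5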;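 note: 0% = enzyme with DMSO and 100% = no enzyme wells; some results filed as inactive read as strong as hits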
Target sequence (Q9P0U3 419-644 limits assumed): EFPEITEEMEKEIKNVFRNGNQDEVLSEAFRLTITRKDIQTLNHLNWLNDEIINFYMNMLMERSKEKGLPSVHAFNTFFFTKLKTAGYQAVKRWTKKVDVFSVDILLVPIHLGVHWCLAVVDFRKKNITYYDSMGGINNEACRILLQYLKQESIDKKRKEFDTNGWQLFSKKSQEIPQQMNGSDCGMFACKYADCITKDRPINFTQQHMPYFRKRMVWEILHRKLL
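Assay system: hSENP1 catalytic domain, recombinant. Amount: SENP1 enzyme, 20 pM final. Schedule: 50 min reaction, RT, dark. Technique: FRET, CFP and YFP emission. Control set: no-enzyme wells low, DMSO-plus-enzyme wells high control.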
SENP8 block-1: blocks the human protease SENP8; Q96LD8; purified SENP8, Z-RLRGG-aminoluciferin cleavage, luminescence; inhibition, % at 10 µM; 330,000 tested, 1.2% active; AID 2540; in the data active = inhibition above about 50%
Target sequence (Q96LD8 whole entry, looked up): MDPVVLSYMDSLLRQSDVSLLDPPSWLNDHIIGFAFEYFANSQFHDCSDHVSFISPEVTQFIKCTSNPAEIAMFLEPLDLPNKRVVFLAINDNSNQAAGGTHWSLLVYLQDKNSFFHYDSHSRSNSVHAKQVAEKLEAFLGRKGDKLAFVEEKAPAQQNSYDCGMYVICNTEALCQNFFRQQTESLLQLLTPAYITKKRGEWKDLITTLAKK
SENP8 block-2: inhibitors of human SENP8 protease; inhibition, % at 20 µM; 360,000 tested, 0.64% active; recombinant SENP8, Nedd8 substrate fluorescence; AID 602440; in the data active = inhibition mostly above about 40%, no sharp cut-off; inactive = mostly below about 27%
HKDC1 inh: blocks human hexokinase HKDC1 activity; AID 493160; Q2TB90; inhibition, % at 20 µM; recombinant HKDC1, G6PDH/diaphorase resazurin coupled fluorescence; 340,000 tested, 0.16% active;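 active = inhibition above about 35% when tested at 20 µM, limit read from the data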;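 note: plate controls were DMSO wells with enzyme for no effect and DMSO wells lacking enzyme for full effect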
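Test system: recombinant HKDC1 (HK5) hexokinase enzyme, produced in-house / Doses: 20 µM test compound, 1% DMSO / Timing: 90 min, room temperature / Detection: G6PDH/diaphorase-coupled fluorescence, 1 mM NADP, 100 µM resazurin, 525/613 nm / Control set: DMSO wells with and without enzyme mix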
PfG6PD inh: PfG6PD (Plasmodium falciparum) enzyme inhibition | PfGluPho enzyme, NADPH resazurin-diaphorase fluorescence | inhibition, % at 20 µM | 350,000 tested, 0.78% active;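 active = inhibition reaching at least a set limit at 20 µM in the primary screen, cut at about 59% in these data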;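 note: 0% = DMSO wells with substrate and 100% = DMSO wells lacking glucose-6-phosphate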
UBC13 inh: inhibitors of human UBC13 polyubiquitin chain formation; P61088; TR-FRET; inhibition, % at 20 µM; 330,000 tested, 0.47% active; in the data active = inhibition above about 45%, passing the limit was not always enough; inconclusive = no clear call, values can overlap the other calls
SENP6 block: SENP6 protease inhibition | Recombinant SENP6 catalytic domain, aminoluciferin luminescence | inhibition, % at 10 µM | 330,000 tested, 1.8% active | AID 2599;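 active = inhibition above about 50% at the single tested dose, limit read from the data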;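 note: plate controls were DMSO wells with enzyme for no effect and DMSO wells lacking enzyme for full effect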
Target sequence (Q9GZR1 628-1112 limits assumed): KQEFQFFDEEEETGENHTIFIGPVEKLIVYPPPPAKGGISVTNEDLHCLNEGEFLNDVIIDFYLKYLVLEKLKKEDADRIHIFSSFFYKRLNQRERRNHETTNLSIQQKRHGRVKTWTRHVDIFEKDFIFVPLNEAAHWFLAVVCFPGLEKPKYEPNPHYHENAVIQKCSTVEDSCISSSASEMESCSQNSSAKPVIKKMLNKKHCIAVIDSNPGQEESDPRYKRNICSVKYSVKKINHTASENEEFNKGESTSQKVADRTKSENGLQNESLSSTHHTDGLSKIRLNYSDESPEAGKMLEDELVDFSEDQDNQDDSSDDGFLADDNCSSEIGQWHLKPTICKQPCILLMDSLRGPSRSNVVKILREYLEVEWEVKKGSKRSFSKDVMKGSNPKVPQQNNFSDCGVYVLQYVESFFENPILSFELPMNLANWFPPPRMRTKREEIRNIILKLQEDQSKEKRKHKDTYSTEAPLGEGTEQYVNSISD
* hit, by the source's call; ? = inconclusive; / = no result given.

1) CC(C)/C=C1\CC/C(=C\c2cccnc2)C1=O
2) CC/C(=N/Nc1ccc(Cl)cc1)c1cnnc(SC)n1
3) OC(Cn1cnnc1)c1ccccc1 (stereo not drawn)
4) COc1ccc(CC(=O)OCC(=O)NC(=O)NC2CCCCC2)cc1
5) COc1ccc(-n2c3c(cc(C(=O)N4CCN(CCO)CC4)c2=O)C(=O)CC(C)(C)C3)cc1
6) CC(CCC(=O)NN)C1CCC2C3CCC4CC(O)CCC4(C)C3CCC12C (stereo not drawn)
7) COc1ccc(C(c2c(NC(=O)c3ccco3)sc(C)c2C)N2CCOCC2)cc1OC (stereo not drawn)
8) O=C(NCCCn1ccnc1)c1ccc(N2CCCCCC2)c([N+](=O)[O-])c1

entry no.	1	2	3	4	5	6	7	8
SENP7 inh	-1	1	4	4	-3	/	-4	-9
MIN6 prolif	-5	0	-2	3	0	/	2	-3
SENP1 FRET inh	-1	29	2	1	2	2	4	0
SENP8 block-1	-7	7	4	3	-7	/	-6	-9
SENP8 block-2	23	24	9	12	-6	8	-57	-4
HKDC1 inh	15	-8	-5	3	-6	1	-1	0
PfG6PD inh	-12	34	-1	4	-7	-23	-7	2
UBC13 inh	20	2	7	5	4	/	5	-17
SENP6 block	-15	18	-25	-6	-13	/	9	5

9) CCOC(=O)C1CCCN(C(=O)c2sc3nc(C)nc(N4CCOCC4)c3c2C)C1 (stereo not drawn)
10) Cc1c(NC(=O)Nc2ccc(F)cc2)c(=O)n(-c2ccccc2)n1C
11) Cc1cccc(NN=C2c3ccccc3-c3ccccc32)c1
12) CC(=O)c1c(C)oc2ccc(NS(=O)(=O)c3cccs3)cc12
13) Cc1c(NC(=O)c2ccccc2NC(=O)COc2ccccc2)cccc1C(=O)O
14) Cc1ccc(OCC(=O)Nn2cnnc2)c(Br)c1
15) O=[N+]([O-])/C(C(Cl)=C(Cl)Cl)=C1\Nc2ccccc2O1
16) O=C(NCc1c(O)ccc2ccccc12)c1ccccc1

entry no.	9	10	11	12	13	14	15	16
SENP7 inh	-5	-8	-2	-8	1	5	10	-8
MIN6 prolif	-2	-5	-5	2	1	-1	-1	-1
SENP1 FRET inh	2	1	-23	0	0	1	0	1
SENP8 block-1	-1	0	-12	5	2	-2	6	-3
SENP8 block-2	-10	7	37	17	-10	6	12	0
HKDC1 inh	-5	-8	12	-5	-3	13	4	9
PfG6PD inh	3	2	11	0	8	-25	-7	14
UBC13 inh	-7	-2	-23	2	2	4	-4	23
SENP6 block	-4	-12	-17	9	0	-11	-3	0

17) COc1ccc(OC)c(C(=O)COC(=O)CNC(=O)C2CCCCC2)c1
18) CC(C)(C)S(=O)(=O)c1cnc2c(-c3ccc(F)cc3)cnn2c1N
19) O=C(Cc1ccccc1)NN1C(=O)C2C3C=CC([C@@H]2C1=O)C31CC1 (stereo partly drawn)
20) Cc1ccc(CNC(=O)c2ccc3c(=O)[nH]c4c(C(=O)NCC5CCCO5)sc(=S)n4c3c2)cc1 (stereo not drawn)
21) CS(=O)(=O)N(CC(=O)N1CCCCCC1)c1ccc(Br)cc1
22) O=C(CN1CSCC1=O)N1CCN(S(=O)(=O)c2ccc(Cl)cc2)CC1
23) CC(/C=N/NC(=O)CSc1n[nH]c(=O)[nH]c1=O)=C\c1ccccc1
24) Cc1nn(C)c(C)c1CNC(=O)c1cnn2c1NC(c1ccccc1)CC2C(F)(F)F (stereo not drawn)

entry no.	17	18	19	20	21	22	23	24
SENP7 inh	-1	-4	-4	-3	-2	-9	-3	8
MIN6 prolif	0	-5	2	-4	-4	-1	1	-2
SENP1 FRET inh	1	1	-2	39*	-1	1	2	2
SENP8 block-1	-6	-1	0	-4	-10	9	-3	-1
SENP8 block-2	-121	-44	24	28	23	17	12	8
HKDC1 inh	-1	-7	-4	23	-7	0	-2	-7
PfG6PD inh	-15	2	-3	-4	-7	-16	-21	14
UBC13 inh	11	-4	2	-16	-9	4	-5	5
SENP6 block	-1	7	9	-6	-10	-16	-13	-11

Part of the list above in order of number of heavy atoms, low to high:
15) O=[N+]([O-])/C(C(Cl)=C(Cl)Cl)=C1\Nc2ccccc2O1
16) O=C(NCc1c(O)ccc2ccccc12)c1ccccc1
21) CS(=O)(=O)N(CC(=O)N1CCCCCC1)c1ccc(Br)cc1
19) O=C(Cc1ccccc1)NN1C(=O)C2C3C=CC([C@@H]2C1=O)C31CC1 (stereo partly drawn)
17) COc1ccc(OC)c(C(=O)COC(=O)CNC(=O)C2CCCCC2)c1
24) Cc1nn(C)c(C)c1CNC(=O)c1cnn2c1NC(c1ccccc1)CC2C(F)(F)F (stereo not drawn)
20) Cc1ccc(CNC(=O)c2ccc3c(=O)[nH]c4c(C(=O)NCC5CCCO5)sc(=S)n4c3c2)cc1 (stereo not drawn)

entry no.	15	16	21	19	17	24	20
SENP7 inh	10	-8	-2	-4	-1	8	-3
MIN6 prolif	-1	-1	-4	2	0	-2	-4
SENP1 FRET inh	0	1	-1	-2	1	2	39*
SENP8 block-1	6	-3	-10	0	-6	-1	-4
SENP8 block-2	12	0	23	24	-121	8	28
HKDC1 inh	4	9	-7	-4	-1	-7	23
PfG6PD inh	-7	14	-7	-3	-15	14	-4
UBC13 inh	-4	23	-9	2	11	5	-16
SENP6 block	-3	0	-10	9	-1	-11	-6

(next part)
25) CCCCN(CCCC)C(=O)c1sc2nc(N3CCOCC3)c3c(c2c1N)CCCC3
26) COc1cc(/C=C/C(=O)OCC(=O)NCc2cccs2)ccc1OCC#N
27) CC1=NN(c2ccc(C(=O)O)cc2)C(=O)/C1=C\c1ccc(OC(=O)c2cccs2)cc1
28) CCCN1CCN(CCCNC(=O)c2ccccc2NC(=O)C2=C(C)OCCS2)CC1
29) CCOC(=O)N1CCN(C(=O)c2cnc(Nc3ccccc3OC)c3ccccc23)CC1
30) C=CCNC(=O)C(=O)c1cccn1-c1ccsc1C(=O)OC
31) COC(=O)c1ccc(COc2ccc(C)cc2[N+](=O)[O-])o1
32) CCCCNC(=O)C1c2ccccc2C(=O)N(c2ccc(OC)cc2)C1c1ccc(OC)cc1 (stereo not drawn)

entry no.	25	26	27	28	29	30	31	32
SENP7 inh	6	-6	36	-7	-1	1	7	0
MIN6 prolif	-4	0	-4	-2	-1	1	1	0
SENP1 FRET inh	-18	0	3	3	-2	4	2	0
SENP8 block-1	7	-8	-4	-8	-4	-4	23	3
SENP8 block-2	-386	-56	61*	-2	-182	20	5	10
HKDC1 inh	6	-6	9	-5	10	-4	1	-2
PfG6PD inh	71*	6	17	7	17	-3	11	-2
UBC13 inh	?	22	-55	1	-6	-14	5	6
SENP6 block	5	-13	8	15	-16	-8	21	-3

33) COc1cccc(N2CCN(C(C)C(=O)NC34CC5CC(CC(C5)C3)C4)CC2)c1 (stereo not drawn)
34) CCOC(=O)c1c(C)[nH]c(C)c1S(=O)(=O)NCC1CCN(Cc2cccc(F)c2)CC1
35) O=C(Cc1ccccc1)NCc1cccnc1
36) Cc1ccccc1NC(=O)C1c2cccc[n+]2CC(=O)N1Cc1ccc2c(c1)OCO2 (stereo not drawn)
37) O=C(OCC(=O)N1CCc2ccccc21)c1ccc[n+]([O-])c1
38) Cc1ccc2oc(-c3cccc(NC(=O)Cn4cnc5c(=O)n(C)c(=O)n(C)c54)c3)nc2c1
39) COc1ccc(N(C(=O)c2ccco2)C(C(=O)NC2CCCCC2)c2cccs2)cc1OC (stereo not drawn)
40) CCOc1ccccc1NC(C)C(=O)Nc1cc(C(F)(F)F)ccc1N1CCOCC1 (stereo not drawn)

entry no.	33	34	35	36	37	38	39	40
SENP7 inh	5	13	2	-1	-2	31	3	0
MIN6 prolif	0	-6	0	-3	-2	-4	1	0
SENP1 FRET inh	1	1	2	-13	1	/	2	-1
SENP8 block-1	6	-1	-8	-10	-2	19	4	2
SENP8 block-2	12	24	18	-8	2	/	19	18
HKDC1 inh	1	-5	-5	2	-2	/	-7	-1
PfG6PD inh	24	-7	-14	0	-7	/	-16	2
UBC13 inh	5	-3	-1	-24	6	5	2	2
SENP6 block	-11	-17	-12	5	8	36	14	-3

41) Cc1nnc(N/N=C/c2ccccn2)[nH]c1=O
42) COc1ccc(COc2ccc(S(=O)(=O)N3CCCC3)cc2C(N)=O)cc1F
43) CCOC(=O)c1c(C)n(C)c2ccc(OC)c(NC(=O)CN3CCSCC3)c12
44) CCOc1ccc(S(=O)(=O)Nc2cccc(C(=O)NCCCN3CCOCC3)c2)cc1
45) CCCC(=O)OCC(=O)Nc1ccc([N+](=O)[O-])cc1C#N
46) CCN(C[C@H]1N[C@@](C)(C(=O)OC)[C@H]2C(=O)N(Cc3ccccc3)C(=O)[C@@H]12)S(=O)(=O)c1ccc(C(C)(C)C)cc1
47) Cc1cc(C)n(CNc2nc(C(F)(F)F)cs2)n1
48) COc1ccc(C(=O)C2CCCN(Cc3ccc(C#CCCO)cc3)C2)cc1F (stereo not drawn)
49) C/C(=N\NC(=O)C1(C)CC1(Br)Br)c1ccc([N+](=O)[O-])cc1 (stereo not drawn)
50) CC(N)=Nc1ccc([N+](=O)[O-])cc1
51) O=C(CSc1nccc(=O)[nH]1)Nc1ccc(F)c([N+](=O)[O-])c1

entry no.	41	42	43	44	45	46	47	48	49	50	51
SENP7 inh	3	-1	3	-3	6	-4	8	2	-6	2	-8
MIN6 prolif	-6	0	-2	-2	0	-3	0	3	-2	-1	-3
SENP1 FRET inh	0	2	4	-1	3	1	-1	2	1	-1	-1
SENP8 block-1	3	-3	-9	5	3	-12	4	9	-3	4	-8
SENP8 block-2	18	7	15	-5	20	8	8	6	8	17	25
HKDC1 inh	-3	-2	-4	-4	-4	-1	-6	-5	-6	-8	0
PfG6PD inh	17	9	1	-17	14	21	-6	12	-21	-12	-20
UBC13 inh	-19	0	-1	3	14	1	2	4	-24	2	-9
SENP6 block	-13	-4	5	-14	-5	-33	-1	1	8	2	-14
